Assay outcomes: PubChem, NCI
Growth percent in the NCI-60 one-dose screen (48 h, 10 µM unless noted): 100 = growth as untreated, 0 = no growth, -100 = all killed.
A498: A498 renal cancer cells | 5.4% of 76,000 active
OVCAR-5: OVCAR-5 ovarian cancer | 2.9% of 82,000 active
OVCAR-8: OVCAR-8 ovarian cancer; 4.4% of 81,000 active; AID 1794782
CAKI-1: CAKI-1 renal cancer. 4.7% of 75,000 active. AID 1794772
RXF 393: RXF 393 renal cancer cells; AID 1794773; 6.9% of 77,000 active
TK-10: TK-10 renal cancer cells | 3.9% of 81,000 active | AID 1794769
OVCAR-3: OVCAR-3 ovarian cancer | 7% of 79,000 active | AID 1794787
ACHN: ACHN renal cancer; 4.9% of 81,000 active
* marks the source's active call; other numbers are inactive results; / = no result given; & = joins results of further samples; [ ] = remark or other dose. The calls were made as follows: active = growth percent below 10; inactive = the rest.

Key to letters – A = A498; B = OVCAR-5; C = OVCAR-8; D = CAKI-1; E = RXF 393; F = TK-10; G = OVCAR-3; H = ACHN
1	NS(=O)(=O)c1cc2c(cc1Cl)NC(C1CC3C=CC1C3)NS2(=O)=O (stereo not drawn)
  A: 108	B: 104	C: 107	D: 104	E: 116	F: 111	G: 111	H: 103
2	Cc1ccccc1N=C(N)N=C(N)N
  A: 107	B: 94	C: 106	D: 94	E: 109	F: 103	G: 108	H: 96
3	Cc1cc(C(C)C)c(C)cc1C(C)C
  A: 123	B: 99	C: 102	D: 92	E: 136	F: 105	G: 119	H: 124
4	CCCCCN(CCCCC)C(=O)CCC
  A: 85	B: 106	C: 104	D: 99	E: 97	F: 101	G: 114	H: 107
5	CCN(C)c1ccccc1
  A: 100	B: 115	C: 98	D: 91	E: 106	F: 107	G: 108	H: 103
6	N/C(=N\OC(=O)c1ccccc1)C(Cc1ccccc1)C(=O)NOC(=O)c1ccccc1 (stereo not drawn)
  A: 60	B: 101	C: 38	D: -45*	E: 53	F: 78	G: 51	H: 15
7	O=C1/C(=C\c2cccn2CCCCCn2c3ccccc3c(=O)c3ccccc32)c2ccccc2N1c1c(Cl)cccc1Cl
  A: 106	B: 94	C: 98	D: 74	E: 100	F: 100	G: 99	H: 100
8	COc1ccc(-c2csc3c2-n2cccc2C3=O)cc1O
  A: 38	B: 84	C: 5.1*	D: 43	E: 31	F: 51	G: -39*	H: 32
9	O=[N+]([O-])c1ccc(COP(=O)(OCc2ccc([N+](=O)[O-])cc2)OCc2ccc([N+](=O)[O-])cc2)cc1
  A: 73	B: 99	C: 100	D: 92	E: 99	F: 108	G: 106	H: 92
10	COc1cc(/C=C2\CN(S(=O)(=O)c3ccccc3)C/C(=C\c3cc(CN4CCCC4)c(O)c(OC)c3)C2=O)cc(CN2CCCC2)c1O
  A: 8.6*	B: -9.1*	C: 19	D: 75	E: -65*	F: 27	G: 11	H: 12
11	O=[N+]([O-])c1ccc(NCn2c(=S)sc3ccccc32)cc1
  A: 100	B: 98	C: 96	D: 65	E: 119	F: 104	G: 112	H: 76
12	CCOC(=O)C(Cc1ccc([N+](=O)[O-])cc1)(NC=O)C(=O)OCC
  A: 98	B: 99	C: 98	D: /	E: 101	F: 88	G: 104	H: 106
13	COc1cc(-c2nc3ccc(C(=O)c4ccccc4)cc3[nH]2)ccc1OCC(=O)N=Nc1c(O)[nH]c2ccccc12
  A: 91	B: 101	C: 100	D: 101	E: 111	F: 111	G: 103	H: 96
14	Nc1cc(=O)[nH]c(=S)[nH]1
  A: 100	B: 98	C: 107	D: 103	E: 125	F: 98	G: 112	H: 111
15	CCCCC(=O)O[C@]1(C(=O)CO)CCC2C3CCC4=CC(=O)CC[C@]4(C)C3[C@@H](O)C[C@@]21C (stereo partly drawn)
  A: 69	B: 83	C: 83	D: 80	E: 124	F: 124	G: 115	H: 97
16	COc1ccc(/C=N/C2=C(C#N)C(c3ccc(N(C)C)cc3)c3ccc4ccccc4c3O2)cc1 (stereo not drawn)
  A: /	B: 88	C: 86	D: 20	E: 67	F: 132	G: 38	H: 66
17	Cc1c[n+]([O-])ccc1[N+](=O)[O-]
  A: 87	B: 109&93	C: 105&103	D: 110	E: 100&114	F: 111	G: 102&110	H: 103&94
18	Cc1nnc2c3nnc(-c4ccc(Cl)cc4)n3c3ccccc3n12
  A: 94	B: 100	C: 98	D: 93	E: 102	F: 92	G: 104	H: 101
19	O=C(C1=CNC(=S)NC1c1ccc(Cl)cc1)c1cc2ccccc2oc1=O (stereo not drawn)
  A: 143	B: 105	C: 97	D: 73	E: 103	F: 148	G: 99	H: 99
20	O=S(=O)(NC1CCCCC1)c1ccc2c(c1)C(Br)c1cc(S(=O)(=O)NC3CCCCC3)ccc1-2
  A: 106	B: 101	C: 103	D: 93	E: 109	F: 109	G: 115	H: 101
21	Nc1nc2c(C(=O)Nc3ccccc3)c(Nc3ccccc3)nn2cc1-c1nc2ccccc2s1
  A: 107	B: 99	C: 100	D: 85	E: 83	F: 100	G: 111	H: 91
22	Cc1c2ccccc2nc2ccccc12
  A: 82	B: 100	C: 103	D: 90	E: 107	F: 92	G: 101	H: 106
23	CN(C)C(C)(C)CC(C)(C)C
  A: 110	B: 102	C: 109	D: 101	E: 103	F: 143	G: 100	H: 100
24	COc1ccc2c(c1)C(N1CCCC1=O)CCN2Cc1ccc2c(c1)OCO2 (stereo not drawn)
  A: 151	B: 93	C: 105	D: 94	E: 112	F: 95	G: 113	H: 100
25	N#CCCN1CCN(CCC#N)C1=S
  A: 88	B: 101	C: 98	D: 86	E: 124	F: 98	G: 110	H: 102
26	CC(=O)NC1=NC(=O)/C(=C/c2ccc(/C=C3/C(=O)N=C(NC(C)=O)N3C)cc2)N1C
  A: 107	B: 110	C: 100	D: 103	E: 116	F: 111	G: 104	H: 101
27	O=C1c2c(c3c4cc(Br)ccc4[nH]c3c3ccc4ccccc4c23)C(=O)N1O
  A: /	B: 111	C: 84	D: 70	E: 103	F: 117	G: 107	H: 73
28	Cc1ccc(-c2csc(/N=C3\C(=O)Nc4ccccc43)n2)cc1
  A: 5.8*	B: 61	C: 16	D: /	E: -4.9*	F: 8.3*	G: -11*	H: 37
29	COc1ccc(/C(=C\c2ccc3c(c2)OCO3)C(=O)Nc2nc3ccc(F)cc3s2)cc1
  A: 97	B: 96	C: 101	D: 101	E: 122	F: 98	G: /	H: 109
30	Cc1nc(Nc2ccccc2C)c2cnn(C)c2n1
  A: 87	B: 112	C: 104	D: 94	E: 104	F: 98	G: 123	H: 104
31	CC(Sc1nncn1-c1ccccc1)C(=O)Nc1cccc(Cl)c1 (stereo not drawn)
  A: /	B: 79	C: 98	D: 102	E: 53	F: 111	G: 96	H: 101
32	COc1ccc(C2c3ccc4ccccc4c3Oc3nc(C)[nH]c(=O)c32)cc1 (stereo not drawn)
  A: 93	B: 114	C: 101	D: 74	E: 108	F: 116	G: 108	H: 92
33	Cc1c2c(c(C)c3c1oc1ccc(O)cc13)C(=O)N(Cc1ccccc1)C2=O
  A: 109	B: 101	C: 96	D: 81	E: 96	F: 105	G: 93	H: 89
34	O=c1occc2c1cnc1ccccc12
  A: 98	B: 103	C: 103	D: 93	E: 150	F: 128	G: /	H: 102
35	CC(=O)c1sc(Nc2nc(O)c(C3=c4cc(F)ccc4=NC3=O)s2)nc1C
  A: 81	B: 108	C: 104	D: /	E: 117	F: 127	G: 92	H: 106
36	CCOC(=O)/C=C(/OCC)C(=O)OCC
  A: 87	B: 104	C: 115	D: 106	E: 98	F: 103	G: 127	H: 105
37	CC1=C(C(=O)c2cnccn2)C(c2ccccc2[N+](=O)[O-])NC(=O)N1 (stereo not drawn)
  A: /	B: 100	C: 101	D: 96	E: 121	F: 104	G: 109	H: 102
38	O=c1[nH]c2ccccc2cc1CSc1ccccc1Nc1nccc(-c2ccc(Cl)cc2)n1
  A: 86	B: 110	C: 97	D: 81	E: 94	F: 115	G: 101	H: 81
39	O=C(O)c1cc(NCCO)c(C(=O)O)cc1NCCO
  A: 102	B: 106	C: 100	D: 101	E: 117	F: 109	G: 112	H: 101
40	CC1=Cc2ccccc2OC12C=Cc1ccccc1O2 (stereo not drawn)
  A: 117	B: 102	C: 103	D: 78	E: 98	F: 180	G: /	H: 88
41	C#CCNC(=O)CC[C@@H](C)[C@H]1CC[C@H]2[C@@H]3CC[C@@H]4CC(=O)CC[C@]4(C)[C@H]3CC[C@]12C
  A: -24*[100 µM]	B: -45*[100 µM]	C: -22*[100 µM]	D: -59*[100 µM]	E: -76*[100 µM]	F: -17*[100 µM]	G: -73*[100 µM]	H: -86*[100 µM]
42	CCC(C)NC(=O)C1(N2C(=O)c3ccccc3C2=O)CCCC1 (stereo not drawn)
  A: 78	B: 95	C: 102	D: 99	E: 119	F: 101	G: 129	H: 102
43	O=C(Oc1cccc2ccccc12)c1ccccc1C(=O)c1ccccc1
  A: 71	B: 102	C: 92	D: 88	E: 98	F: 129	G: 66	H: 95
44	C=C(C)[C@@H]1CC[C@]2(C(N)=O)CC[C@]3(C)[C@H](CC[C@@H]4[C@@](C)(CC/C(N)=N/O)[C@H](C(=C)C)CC[C@]43C)[C@@H]12
  A: 81	B: 101	C: 95	D: 65	E: 97	F: 130	G: 91	H: 110
45	O=C(N/N=C\c1cccc2ccccc12)C(=O)N/N=C/c1cccc2ccccc12
  A: /	B: 99	C: 81	D: 87	E: 114	F: 100	G: 116	H: 100
46	O=C1C=CC(=O)N1c1ccc(Nc2ccccc2)cc1
  A: 104	B: 94	C: 101	D: 96	E: 129	F: 104	G: 121	H: 94
47	Cc1nc(Nc2cccc(NC(=O)Nc3ccccc3)c2)c2ccccc2n1
  A: 97	B: 110	C: 103	D: 90	E: /	F: 104	G: 113	H: 99
48	CC(C)c1ccc2occ(/C=C3\C(=O)N(c4c(Cl)cccc4Cl)c4ccccc43)c(=O)c2c1
  A: 100	B: 113	C: 85	D: 82	E: 95	F: 77	G: 108	H: 97
49	COc1ccccc1N/N=C/c1ccc([N+](=O)[O-])cc1
  A: 77	B: 81	C: 96	D: 76	E: 123	F: 79	G: 108	H: 97
50	CCOC(=O)c1noc2c1CCc1cn(Cc3cc(OC)cc(OC)c3)cc1-2
  A: 107	B: 108	C: 107	D: /	E: 113	F: 82	G: 103	H: /

Ordered by molar mass (smallest number first): some entries from above
Key to letters – A = A498; B = OVCAR-5; C = OVCAR-8; D = CAKI-1; E = RXF 393; F = TK-10; G = OVCAR-3; H = ACHN
49	COc1ccccc1N/N=C/c1ccc([N+](=O)[O-])cc1
  A: 77	B: 81	C: 96	D: 76	E: 123	F: 79	G: 108	H: 97
42	CCC(C)NC(=O)C1(N2C(=O)c3ccccc3C2=O)CCCC1 (stereo not drawn)
  A: 78	B: 95	C: 102	D: 99	E: 119	F: 101	G: 129	H: 102
50	CCOC(=O)c1noc2c1CCc1cn(Cc3cc(OC)cc(OC)c3)cc1-2
  A: 107	B: 108	C: 107	D: /	E: 113	F: 82	G: 103	H: /

Already shown: entries from further up.
Key to letters – A = A498; B = OVCAR-5; C = OVCAR-8; D = CAKI-1; E = RXF 393; F = TK-10; G = OVCAR-3; H = ACHN
26	CC(=O)NC1=NC(=O)/C(=C/c2ccc(/C=C3/C(=O)N=C(NC(C)=O)N3C)cc2)N1C
  A: 107	B: 110	C: 100	D: 103	E: 116	F: 111	G: 104	H: 101
27	O=C1c2c(c3c4cc(Br)ccc4[nH]c3c3ccc4ccccc4c23)C(=O)N1O
  A: /	B: 111	C: 84	D: 70	E: 103	F: 117	G: 107	H: 73
28	Cc1ccc(-c2csc(/N=C3\C(=O)Nc4ccccc43)n2)cc1
  A: 5.8*	B: 61	C: 16	D: /	E: -4.9*	F: 8.3*	G: -11*	H: 37

Next structures
Key to letters – A = A498; B = OVCAR-5; C = OVCAR-8; D = CAKI-1; E = RXF 393; F = TK-10; G = OVCAR-3; H = ACHN
51	CCOC(=O)C(Cc1cc(I)c(O)c(I)c1)NC(=O)c1ccccc1 (stereo not drawn)
  A: 79	B: 96	C: 98	D: 96	E: 99	F: 88	G: 108	H: 94
52	O=C(O)CCNC(=O)OCc1ccccc1
  A: 88	B: 98	C: 100	D: 95	E: 107	F: 110	G: 111	H: 97
53	Cc1nn(-c2ccc(Br)cc2)c2nc3c(nc12)c(=O)[nH]c1ccccc13
  A: 88	B: 100	C: /	D: 98	E: 106	F: 141	G: 104	H: 104
54	c1ccc(Cn2cnc3ccc(-c4nc(-c5ccc6c(c5)ncn6C5CCCCC5)cn5ccnc45)cc32)cc1
  A: -72*	B: -29*	C: 2.5*	D: 43	E: -77*	F: 5.2*	G: -36*	H: 20
55	O=c1c2ccccc2[nH]c2cc3c(=O)n4ccccc4nc3cc12
  A: 105	B: 107	C: 107	D: 92	E: 100	F: 106	G: 118	H: 104
56	c1ccc2sc(SSc3nc4ccccc4s3)nc2c1
  A: 102	B: 92	C: 104	D: /	E: 89	F: 123	G: 104	H: 93
57	O=c1ccc(N=Nc2ccccc2)ccc1Cl
  A: 191	B: 120	C: 39	D: 76	E: 6.5*	F: 111	G: 24	H: 76
58	Cc1c(C(N)=O)sc2c1c(=O)n(Cc1ccccc1)c1nnc(SCc3ccccc3)n21
  A: 72	B: 98	C: /	D: 98	E: 78	F: 83	G: 110	H: 89
59	CCOC(=O)c1c(NC(=O)c2cc(Cl)nc(Cl)c2)sc2c1CCN(C(=O)OC(C)(C)C)C2
  A: 95	B: 97	C: 95	D: 84	E: 99	F: 128	G: 116	H: 93
60	COC1=C(NCc2ccc3c(c2)OCO3)C(=O)C(OC)=C(NCc2ccc3c(c2)OCO3)C1=O
  A: 121	B: 121	C: 93	D: 93	E: 123	F: 113	G: /	H: 106

The list is partial; count on the stated rates, not on these rows.
